AmpC det inh: Promiscuous and Specific Inhibitors of AmpC Beta-Lactamase (assay with detergent); Potency, µM (titrated, usually from 28.7 µM), for inactives: top-dose activity change, negative = inhibition; purified AmpC, nitrocefin hydrolysis with detergent; actives 0.09% (n = 71,000); AID 584, 2007; P00811; active = well fitted curve in the direction sought with a large enough effect
Target sequence (P00811 whole entry, looked up): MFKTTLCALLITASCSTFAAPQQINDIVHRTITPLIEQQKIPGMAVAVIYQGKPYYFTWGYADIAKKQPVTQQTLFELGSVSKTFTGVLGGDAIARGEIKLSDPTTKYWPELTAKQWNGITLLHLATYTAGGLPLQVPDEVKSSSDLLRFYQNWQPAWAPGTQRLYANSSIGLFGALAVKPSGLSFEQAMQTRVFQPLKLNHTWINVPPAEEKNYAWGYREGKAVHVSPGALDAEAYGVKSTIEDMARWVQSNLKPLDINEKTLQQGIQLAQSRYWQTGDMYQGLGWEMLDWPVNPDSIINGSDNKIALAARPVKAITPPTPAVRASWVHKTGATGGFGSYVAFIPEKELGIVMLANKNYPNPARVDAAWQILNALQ
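E. coli AmpC (5.3 nM) in 20 mM phosphate pH 7.0 with 0.01% Triton X-100, preincubated 15 min RT with compound; nitrocefin (2 uL of 800 uM stock) hydrolysis followed by 480 nm absorbance every 20 s over 4 min.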
* hit, by the source's call; [ ] = dose if it differs, or a comment. % is scaled to controls: 0 for no effect and ±100 for the full control effect; potency is read from the fitted curve at half-maximal effect.

For Cc1cccc(Cn2c(Sc3nc(C)cs3)nc3c2c(=O)[nH]c(=O)n3C)c1 the results were AmpC det inh 19%.
`CCOc1ccc2[nH]c(=O)c(C(c3nnnn3Cc3ccco3)N3CCC(C)CC3)cc2c1` (stereo not drawn) gave AmpC det inh 0%.
Screening CCOc1cc(S(=O)(=O)NCCc2ccccc2C)c(OCC)cc1-n1cnnn1 returned AmpC det inh 8%.
Screening Clc1ccc(Br)cc1-c1nc(-c2cccnc2)no1 returned AmpC det inh -7%.
`CCOc1ccc(CCNC(=O)CN(C)S(=O)(=O)c2ccc3c(c2)CCC(=O)N3)cc1OCC` gave AmpC det inh -3%.
`CCN(CC)C(=O)C1CCCN(c2ncnc3c2cnn3-c2cccc(C)c2)C1` (stereo not drawn) gave AmpC det inh -3%.
For N#Cc1nc(COc2ccccc2)oc1N1CCN(c2cccc(Cl)c2)CC1 the results were AmpC det inh -3%.
Screening O=C(NCc1ccco1)c1scc2c1OCCO2 returned AmpC det inh -3%.
Screening O=C(Nc1scc(-c2ccccc2)c1C(=O)O)c1ccco1 returned AmpC det inh 1%.
Screening O=c1[nH]c(-c2ccccc2)c(-c2ccccc2)[nH]1 returned AmpC det inh -1%.
`COP(=S)(OC)SCn1nnc2ccccc2c1=O` gave AmpC det inh 0%.
Screening O=C(CSc1nnc(-c2cccnc2)o1)OC1CCCCC1 returned AmpC det inh -4%.
COC(=O)c1ccc(COc2nc(C)cc(C)c2C#N)o1 was read as AmpC det inh -5%.
For Nc1ccn([C@H]2CC[C@@H](CO)O2)c(=O)n1 the results were AmpC det inh 10%.
Screening COCC(=O)Nc1c(I)c(C(=O)NC[C@@H](O)CO)c(I)c(C(=O)N(C)C[C@@H](O)CO)c1I returned AmpC det inh 18%[12.8 µM].
Screening COc1ccc(C(=O)O)cc1S(=O)(=O)Nc1cccc(C(F)(F)F)c1 returned AmpC det inh 4%.
O=C(O)c1cc(CN2CCOCC2)oc1-c1ccccc1 was read as AmpC det inh -1%.
`CC(Cl)CCl` (stereo not drawn) gave AmpC det inh 8%.
Cc1cc(-c2ccco2)c(C#N)c2nc3ccccc3n12 was read as AmpC det inh -2%.
For COc1ccc(CCNc2nc(=O)[nH]nc2C)cc1OC the results were AmpC det inh 5%.
`COCC(=O)N1CCC[C@@]2(CCN(c3ccncc3)C2)C1` gave AmpC det inh 1%.
CCOC(=O)c1c(NC(=O)Cc2cccs2)sc(C(=O)N2CCCCC2)c1C was read as AmpC det inh -5%.
Screening O=C(c1cccc(F)c1)N1CCC2(CC1)CN(Cc1ccccc1)C2 returned AmpC det inh -2%.
CC(C)n1c(Sc2nccn2C)nc2c1c(=O)n(C)c(=O)n2C was read as AmpC det inh -3%.
`Cc1cc(N2CCCC2)ccc1/C=N/n1cnnc1` gave AmpC det inh -1%.
FC(F)(F)C(Cl)Br (stereo not drawn) was read as AmpC det inh 12%.
Screening CCc1[nH]nc2c1C1(CCOC1C)C(C#N)=C(N)O2 (stereo not drawn) returned AmpC det inh 7%.
For C/C(=C1\SC(N2CCOCC2)=NC1=O)c1ccc(C)cc1 the results were AmpC det inh 15%.
CCC(C)(C)n1nnnc1C(c1ccc(OC)c(OC)c1)N1CCN(c2ccc(OC)cc2)CC1 (stereo not drawn) was read as AmpC det inh -6%.
CCSc1nnc(-c2ccc(S(=O)(=O)NCc3cccs3)cc2)o1 was read as AmpC det inh -2%.
Screening CC(C)OC(=O)CC12CN3CC(CC(=O)OC(C)C)(CN(C1)C(=O)c1ccccc1C3=O)C2=O returned AmpC det inh 5%.
Screening CCOC(=O)CSc1nnc(CCc2nc3ccccc3[nH]2)n1C returned AmpC det inh -2%.
CN(C)c1ccc(C(=O)N2CC(=O)N(CCc3ccccc3)C(=O)C2)cc1 was read as AmpC det inh 9%.
For CCC(c1nnnn1Cc1ccco1)N(Cc1ccccc1OC)Cc1cc2cc(C)ccc2[nH]c1=O (stereo not drawn) the results were AmpC det inh 9%.
CCN(CC)S(=O)(=O)c1cccc(-c2nnc(SCCCC(=O)c3ccc(F)cc3)o2)c1 was read as AmpC det inh -1%.
COCCN(CCOC)Cc1c(C)[nH]c2c(C)c(C)ccc2c1=O was read as AmpC det inh 0%.
For O=C(Nc1nc2nc(-c3ccccc3)cc(-c3ccccc3)n2n1)c1ccco1 the results were AmpC det inh -4%.
`COc1ccc(OC)c(S(=O)(=O)Nc2c(F)cccc2F)c1` gave AmpC det inh 5%.
O=C(NC1=NCCS1)c1cccc(NC(=O)c2ccco2)c1 was read as AmpC det inh 10%.
For C/C=C/COc1nc2c(c(=O)n(C)c(=O)n2C)n1C the results were AmpC det inh -9%.
`COc1cccc(NC(=O)CSc2nnc(Cn3c(=O)sc4ccccc43)n2C)c1` gave AmpC det inh 7%.
`CN(C(=O)CSc1nc(N)nn1-c1ccccc1)c1ccccc1` gave AmpC det inh 11%.
`Cn1c(=O)cc(OCC(=O)NCc2cccnc2)c2ccccc21` gave AmpC det inh -4%.
O=S(=O)(NCCc1csc(-c2ccccc2)n1)c1ccc2c(c1)OCCO2 was read as AmpC det inh -4%.
For CCOC(=O)c1c(CN2CCOCC2)n(-c2ccccc2)c2ccc(O)cc12 the results were AmpC det inh -1%.
`CC(OC(=O)c1cc2sccc2n1C)C(=O)NCC1CCCO1` (stereo not drawn) gave AmpC det inh 0%.
For CCOCCCNC(=O)c1ccc2c(c1)OCO2 the results were AmpC det inh -1%.
For Cc1nnc(Sc2nc3c(c(=O)n(C)c(=O)n3C)n2Cc2ccc(Cl)cc2)s1 the results were AmpC det inh -3%.
`Cc1cc(C)n(-c2nc(SCC(=O)NCC3CCCO3)c3c4c(sc3n2)CCCC4)n1` (stereo not drawn) gave AmpC det inh 13%.
`CCNS(=O)(=O)c1ccc(OCCNS(C)(=O)=O)cc1` gave AmpC det inh 0%.
`CCCc1cc(=O)[nH]c(Nc2cc(OC)ccc2OC)n1` gave AmpC det inh -3%.
For CCN(CC)C(=O)CSc1nnc(-c2ccco2)n1Cc1ccco1 the results were AmpC det inh -1%.
For CCOc1ccc(CNC(=O)C2CCN(S(=O)(=O)CC)CC2)cc1OC the results were AmpC det inh -3%.
For OCCNc1ncnc2c1ncn2[C@@H]1O[C@@H](CO)[C@H](O)[C@@H]1O the results were AmpC det inh -4%[5.75 µM].
CCN(CC)CC(O)COc1ccccc1C(=O)CCc1ccccc1 (stereo not drawn) was read as AmpC det inh 1%.
Screening CCc1cccc(OCC(=O)Nc2ccc(S(=O)(=O)Nc3onc(C)c3C)cc2)c1 returned AmpC det inh 12%.
COc1ccccc1NC(=O)CN1CCN(CC(=O)Nc2cc(NC(C)=O)ccc2OC)CC1 was read as AmpC det inh -3%.
`COc1ccc(C)cc1-n1nnnc1SCC(=O)c1cc(C)n(Cc2ccco2)c1C` gave AmpC det inh 0%.
For Cc1ccc2c(c1)c(-c1ccccc1)nc1nncn12 the results were AmpC det inh 14%.
Screening COC(=O)c1ccsc1NC(=O)CSc1nnnn1Cc1ccccc1 returned AmpC det inh 13%.

Compounds above containing a Cl atom, in the order listed:
Screening Clc1ccc(Br)cc1-c1nc(-c2cccnc2)no1 returned AmpC det inh -7%.
For N#Cc1nc(COc2ccccc2)oc1N1CCN(c2cccc(Cl)c2)CC1 the results were AmpC det inh -3%.
`CC(Cl)CCl` (stereo not drawn) gave AmpC det inh 8%.
FC(F)(F)C(Cl)Br (stereo not drawn) was read as AmpC det inh 12%.
For Cc1nnc(Sc2nc3c(c(=O)n(C)c(=O)n3C)n2Cc2ccc(Cl)cc2)s1 the results were AmpC det inh -3%.

Other entries:
CCn1c(-c2ccsc2)nc2c1c(=O)[nH]c(=O)n2Cc1ccccc1 was read as AmpC det inh 13%.
For COc1ccc(-c2nn3c(-c4ccccc4)nnc3s2)cc1OC the results were AmpC det inh -3%.
Screening CC(=O)Nc1ccc(N2C(=O)CSC2c2ccc(F)cc2)cc1 (stereo not drawn) returned AmpC det inh -1%.
For Cc1cccc(OCC(=O)Nc2ccc(N3CCCC3)cc2)c1C the results were AmpC det inh -3%.
`Brc1ccc(-c2nnc3n2-c2ccccc2CC3)cc1` gave AmpC det inh -3%.
`O=C1CCN=C(Nc2ccc(F)cc2)N1Cc1ccccc1` gave AmpC det inh -2%.
COc1ccc(-n2c(SCCC(=O)O)nnc2-c2ccncc2)cc1 was read as AmpC det inh -1%.
CCN(C(=O)CCS(=O)(=O)c1ccc(Br)cc1)c1ccc2c(c1)OCO2 was read as AmpC det inh 1%.
Screening CCOc1ccc(N2C(=O)CC(n3nc(C)cc3C)C2=O)cc1 (stereo not drawn) returned AmpC det inh -3%.
CC(Sc1nnc(Cn2c(=O)sc3ccccc32)n1C)c1ccccc1 (stereo not drawn) was read as AmpC det inh 7%.
`CCOc1ccccc1C(=O)Nc1ccc(-c2nnc(-c3ccc(C)cc3)o2)cc1` gave AmpC det inh -5%.
`O=C(Nc1cccc(-c2nc3ncccc3o2)c1)c1cc2ccccc2o1` gave AmpC det inh 5%.
For CC1Cc2ccccc2N1C(=O)Cn1c(=O)oc2cc(S(=O)(=O)NC3CCCC3)ccc21 (stereo not drawn) the results were AmpC det inh 10%.
`CCOc1cc(S(=O)(=O)N2CCN(c3ccc(F)cc3)CC2)c(OCC)cc1-n1cnnn1` gave AmpC det inh 0%.
For CN(CC(=O)NC1CCCCCCC1)S(=O)(=O)c1cccc2cccnc12 the results were AmpC det inh 3%.

Retrieved one by one from the list above, 6 records:
COc1ccc(-n2c(SCCC(=O)O)nnc2-c2ccncc2)cc1 was read as AmpC det inh -1%.
`O=C1CCN=C(Nc2ccc(F)cc2)N1Cc1ccccc1` gave AmpC det inh -2%.
Screening CCOc1ccc(N2C(=O)CC(n3nc(C)cc3C)C2=O)cc1 (stereo not drawn) returned AmpC det inh -3%.
`CCOc1ccccc1C(=O)Nc1ccc(-c2nnc(-c3ccc(C)cc3)o2)cc1` gave AmpC det inh -5%.
`O=C(Nc1cccc(-c2nc3ncccc3o2)c1)c1cc2ccccc2o1` gave AmpC det inh 5%.
For CC1Cc2ccccc2N1C(=O)Cn1c(=O)oc2cc(S(=O)(=O)NC3CCCC3)ccc21 (stereo not drawn) the results were AmpC det inh 10%.

(cont.)
Screening Cc1ccc2nc(C(O)C(O)c3nc4ccc(C)cc4[nH]3)[nH]c2c1 (stereo not drawn) returned AmpC det inh -1%.
Screening CC(C)(C)COS(=O)OCC(C)(C)C returned AmpC det inh 1%[5.75 µM].
CCn1c2ccccc2c2nc3cc(S(=O)(=O)N4CCOCC4)ccc3nc21 was read as AmpC det inh -3%.
CCCOC(=O)C1=C(C)NC2=C(C(=O)CCC2)C1c1cccc(OC)c1OC (stereo not drawn) was read as AmpC det inh 5%.
`Cc1ccnc(NS(=O)(=O)c2ccc(NS(=O)(=O)Cc3ccccc3)cc2)n1` gave AmpC det inh 7%.
Screening CCc1ccc(NC2=CC(=O)CC(c3ccco3)C2)cc1 (stereo not drawn) returned AmpC det inh 10%.
`CN(C)CCCN1c2ccc3ccccc3c2Sc2cccc(Cl)c21` gave AmpC det inh -3%[5.75 µM].
For COc1ccccc1Nc1nc(N)nc(-c2cc3ccccc3o2)n1 the results were AmpC det inh 0%.
For COc1ccc(C(=O)c2cn[nH]c2-c2cc(Cl)ccc2O)cc1 the results were AmpC det inh -3%.
For Cc1ccc(NC(=O)Cc2nn(C)c(=O)c3ccccc23)cc1F the results were AmpC det inh -1%.
`CC(N)C12CC3CC(C1)CC(C(C)N)(C3)C2` (stereo not drawn) gave AmpC det inh 14%.
For Cc1cc(NC(=O)CSc2nc3c(c(=O)n(C)c(=O)n3C)n2C(C)C)no1 the results were AmpC det inh 11%.
COc1cccc(CNC(=O)C2CCN(S(=O)(=O)c3cccc4cccnc34)CC2)c1 was read as AmpC det inh 6%.
O=S(=O)(NCC1CC1)c1cccc(S(=O)(=O)N2CCCC2)c1 was read as AmpC det inh 21%.
Screening CCOC(=O)c1ccccc1NC(=O)Cn1cnc2c(cnn2C(C)(C)C)c1=O returned AmpC det inh 10%.
For CC1CCN(Cc2nc(-c3ccccc3)no2)CC1 the results were AmpC det inh 5%.
`N[C@H](CS(=O)O)C(=O)O` gave AmpC det inh 2%.
O=C(c1csnn1)N1CCC2(CCCN(c3ccc(-c4ccccc4)cc3)C2)CC1 was read as AmpC det inh -2%.
`Cc1ccc(C)c(CN2CCNC2=O)c1` gave AmpC det inh 14%.
`C=CCn1c(COc2ccccc2)nnc1SCc1ccc(C#N)cc1` gave AmpC det inh 9%.
Screening Cn1ccnc1SCC(=O)Nc1ccc(Oc2ccccc2)cc1 returned AmpC det inh 0%.
Cc1nc2scc(-c3ccccc3)c2c(=O)n1N was read as AmpC det inh -2%.
`O=C(NCC1CCCO1)c1ccc(CS(=O)(=O)c2ccc(Br)cc2)o1` (stereo not drawn) gave AmpC det inh 7%.
For NC(=O)C1(N2CCCCC2)CCN(C(=O)CSc2nc3ccccc3[nH]2)CC1 the results were AmpC det inh -3%.
`CCOc1ccc2[nH]c(C)c(CN(C)C)c(=O)c2c1` gave AmpC det inh -3%.
For CC(=O)N1CCc2cc(S(=O)(=O)NCCC(=O)Nc3cccc(C)c3C)ccc21 the results were AmpC det inh -2%.
CCn1c(SCCC(=O)Nc2ccccc2)nnc1-c1ccc(OC)cc1 was read as AmpC det inh -5%.
O=C(OCCCCN1C(=O)c2ccccc2C1=O)c1ccc(S(=O)(=O)N2CCCC2)cc1 was read as AmpC det inh -1%.
CCOCCSc1nnc2nc(C)cc(C)n12 was read as AmpC det inh -3%.
`CCOc1ccc(NC(=O)Nc2ccc3c(c2)nnn3C)cc1` gave AmpC det inh 0%.
`CCOC(=O)c1c(C)[nH]c(C(C)=O)c1C` gave AmpC det inh 0%.

3 successive records already listed, for reference:
For CC1CCN(Cc2nc(-c3ccccc3)no2)CC1 the results were AmpC det inh 5%.
`N[C@H](CS(=O)O)C(=O)O` gave AmpC det inh 2%.
O=C(c1csnn1)N1CCC2(CCCN(c3ccc(-c4ccccc4)cc3)C2)CC1 was read as AmpC det inh -2%.

Bioassay records deposited in PubChem by National Center for Advancing Translational Sciences (NCATS).

This is a subset. The share of hits here may be higher or lower than overall.
